Source: PubChem BioAssay (National Center for Advancing Translational Sciences (NCATS))
PI4K2A inh = qHTS for small molecular inhibitors of PI4K2A. Phosphatidylinositol 4-kinase type 2-alpha (Homo sapiens), Q9BTU6. purified PI4K2A, ADP-Glo luminescence, 1 h; active compounds read low. activity change, negative = inhibition, % at 76.9 µM. 0.13% of 420,000 active; in the data active means activity change below about -50%;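 further: -100% = wells without enzyme as full effect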
Target sequence (Q9BTU6 whole entry, looked up): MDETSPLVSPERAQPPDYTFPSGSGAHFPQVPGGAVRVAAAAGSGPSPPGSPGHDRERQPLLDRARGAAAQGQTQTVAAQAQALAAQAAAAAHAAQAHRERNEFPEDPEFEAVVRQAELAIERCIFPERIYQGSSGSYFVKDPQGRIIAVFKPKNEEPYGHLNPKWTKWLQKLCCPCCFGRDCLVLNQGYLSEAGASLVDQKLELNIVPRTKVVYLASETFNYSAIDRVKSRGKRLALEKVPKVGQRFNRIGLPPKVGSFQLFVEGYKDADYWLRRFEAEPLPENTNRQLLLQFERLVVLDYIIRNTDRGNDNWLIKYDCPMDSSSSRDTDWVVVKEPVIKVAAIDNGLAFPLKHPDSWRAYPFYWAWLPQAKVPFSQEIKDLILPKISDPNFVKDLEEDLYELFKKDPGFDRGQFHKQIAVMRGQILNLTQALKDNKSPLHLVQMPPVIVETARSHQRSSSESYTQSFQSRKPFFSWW
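In this quantitative HTS, ADP production by PI4K2A was quantified luminescently after 1 h at ambient temperature; 100 microM adenosine served as plate-quality control.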
An asterisk follows results filed as active; i = inactive. This is a subset; the hit share may differ from the screen's.

SMILES	PI4K2A inh
COC(=O)[C@]12C[C@H](CC(=O)NCCc3ccccc3OC)C(=O)N(CCC3=CCCCC3)C1=C[C@H](C1CCCC1)O[C@@H]2C	3
CCCCNC(=O)C[C@H]1C[C@@]2(C(=O)OC)C(=C[C@H](C3CCCC3)O[C@@H]2C)N(CCc2ccc(OC)c(OC)c2)C1=O	0
O=C(NCCN1CCC(Cc2ccccc2)CC1)C1CCCN(S(=O)(=O)c2ccccc2[N+](=O)[O-])C1 (stereo not drawn)	-3
COC(=O)[C@]12C[C@H](CC(=O)N3CCCC3)C(=O)N(CCC3=CCCCC3)C1=C[C@H](C(C)C)O[C@@H]2C1CC1	-1
CCCC1CCC2(CCCN2CCOC(=S)Nc2ccccc2)CC1 (stereo not drawn)	-3
COC(=O)[C@]12C[C@H](CC(=O)NCCc3ccccc3OC)C(=O)N(Cc3cccc4ccccc34)C1=C[C@H](C1CCCC1)O[C@@H]2C	-15
Cc1cc2c(cc1C)-n1nnnc1C(N(Cc1ccccc1)Cc1ccccc1)C(=O)N2 (stereo not drawn)	-3
COC(=O)C[C@@H]1CC[C@@H]2[C@@H](COc3ccc(NC(=O)Nc4ccc(F)c(F)c4)cc3C(=O)N2C)O1	-2
COc1cc(C=Nn2c(-c3ccc(F)cc3)n[nH]c2=S)ccc1OCc1ccccc1	3
N[C@H](C(=O)O)c1ccc(O)cc1	i
C=CCNC(=O)NCC1CCN(Cc2ccc(OC)cc2)CC1	3
CC(=O)N1CCN(C(C(=O)Nc2c(C)cccc2C)c2ccccc2OC(F)(F)F)CC1 (stereo not drawn)	-2
CCOC(=O)N1CCN(C(=O)C[C@H]2C(=O)N(Cc3ccc(OC)cc3)C3=CCCCC[C@@]32C(=O)OC)CC1	-3
CC(=O)N1CCC(C(=O)N2c3ccccc3N=C(c3ccc4c(c3)OCO4)C2C(=O)Nc2c(C)cccc2C)CC1 (stereo not drawn)	4
CC[C@H]1/C(=C/c2ccccc2)N2C(=O)C[C@H](c3ccccc3)N=C2N1C	5
C=CCOC(=O)N1CCN(C(=O)c2ccc3nc(C)n(C4CCCC4)c3c2)CC1	2
Cc1cc(NS(=O)(=O)c2ccc(NC(=O)Cc3ccc(Cl)c(F)c3)cc2)no1	-1
CC(C)N1CCCCC(NC(=O)c2ccc(F)c(F)c2)C1=O (stereo not drawn)	2
O=C(c1cc(F)ccc1F)N(Cc1ccccn1)CC1CCCO1 (stereo not drawn)	-6
C[N+]1(C)[C@H]2CC[C@H]1CC(OC(=O)C(O)c1ccccc1)C2 (stereo partly drawn)	-3
COC(=O)c1ccc(Cn2ccc3ccc(-c4ccc5ccn(C(=O)c6ccccc6OC)c5c4)cc32)cc1	-4
COc1ccc(S(=O)(=O)N2C[C@@H](O)COC[C@@H]3O[C@H](CC(=O)NCCCN4CCOCC4)CC[C@H]32)cc1	0
CCOC(=O)C(O)c1ccccc1 (stereo not drawn)	-2
COc1ccc(NC(=O)C(C2CC2)n2c(=O)c(-c3ccccc3)nc3ccccc32)cc1 (stereo not drawn)	4
CCn1c(Cc2cccs2)nnc1SCC(=O)Nc1ccc2c(c1)OCCO2	-6
C=CCN1C(=O)[C@@H](CC(=O)NCC2CCCCC2)[C@]2(C(=O)OCC)CCCCC/C=C/12	-4
C=CCNC(=O)NC[C@@]1(C(=O)OC)CC(=O)N(C)[C@@H]1c1ccccc1	-8
CCCCOCCCNC(=O)C[C@H]1C[C@@]2(C(=O)OC)C(=C[C@H](COCc3ccccc3)O[C@@H]2C)N(Cc2ccc(Cl)cc2Cl)C1=O	0
O=C(OCc1cn(Cc2ccccc2F)nn1)N1CCCC1	0
COc1ccc(OC)c(S(=O)(=O)Nc2ccc(C(=O)Nc3cc(C)on3)cc2)c1	-5
COC(=O)[C@]12CCCCC=C1N(Cc1ccc3c(c1)OCO3)C(=O)[C@H](CC(=O)NCCCN1CCCC1=O)C2	-6
CCC(C)N(C(=O)Cn1nc(Cc2ccncc2)c2ccccc2c1=O)C(C)CC (stereo not drawn)	7
O=C(NCc1ccco1)O[C@H]1CC[C@@]23CCCN2C(=O)CCC[C@H]3C1	7
COc1ccc(N2CCCN(CC(=O)Nc3ccc(Cl)cc3)CC2)cc1	-3
COC(=O)[C@]12C[C@H](CC(=O)N3CCN(C(=O)C4CC4)CC3)C(=O)N(CCC3=CCCCC3)C1=C[C@H](C1CCCC1)O[C@@H]2C	-1
Cc1cccc(-c2ccc([N+](=O)[O-])cc2CN2CCN(c3ncc(Cc4ccccc4)cn3)CC2)c1	2
CC(C)C[C@@H]1COc2cc(Br)ccc2S(=O)(=O)N1Cc1cn(CCC2OCCCO2)nn1	-1
CCOC(=O)[C@]12CCCC=C1N(Cc1ccccc1)C(=O)[C@H](CC(=O)N1CCCCCC1)C2	6
COc1ccc(-c2cc(-c3nnc(SCc4cccc5ccccc45)n3N)[nH]n2)cc1	-4
CN(CCc1ccccn1)C(=O)c1cc2ccccn2n1	0
O=C(CCc1ccccc1)N[C@H]1[C@@H](OC(=O)C2CC2)CCC[C@@]12C(=O)N(Cc1ccccc1)c1ccccc12	1
O=S(=O)(c1ccc(F)cc1)n1c(CN2CCOCC2)nc2ccccc21	-3
C=C(C)[C@@H]1CC2=C(OC)C(CC=C(C)C)(CC=C(C)C)C(=O)C(C(=O)c3ccccc3)=C2O1	-4
COc1ccc(CCNS(=O)(=O)c2c(C)n[nH]c2C)cc1	2
COc1cccc(N2CCN(CC(=O)NCc3ccc(Cl)cc3)CC2)c1	0
CCCCN1CN2Cc3ccccc3C2CS1(=O)=O (stereo not drawn)	-4
COC(=O)[C@]12C[C@H](CC(=O)NCc3ccc(C)o3)C(=O)N(CCc3ccc(OC)c(OC)c3)C1=C[C@H](C1CCCC1)O[C@@H]2C	-3
CN(Cc1ccccc1)C(=O)OCc1cn(Cc2ccc(F)cc2F)nn1	-1
CCCCNC(=O)C[C@H]1C[C@@]2(C(=O)OC)C(=C[C@H](C(C)(C)C)O[C@@H]2C)N(Cc2cccc3ccccc23)C1=O	0
CCC(=O)N[C@H]1C=C[C@H](CC(=O)OC)O[C@@H]1CO	-5
CO[C@H]1CN(C)C(=O)c2ccc(NC(=O)C3CCC3)cc2OC[C@H](C)N(Cc2ccccn2)C[C@@H]1C	5
C=CCC(NC(=O)N(C)C)(C(C)=O)C(=O)OC (stereo not drawn)	-1
CCCCCCCCN1C(=O)[C@@H](CC(=O)N2CCSCC2)C[C@@]2(C(=O)OC)C1=C[C@H](C(C)C)O[C@@H]2C1CC1	-3
Cc1cc(C(=O)O[C@H]2CCC[C@]3(C(=O)N(Cc4ccccc4)c4ccccc43)[C@H]2NC(=O)CCc2ccccc2)no1	3
Cc1ccc2c(c1)N(CCCC(=O)N(C)Cc1ccccc1F)C(=O)CO2	3
COC(=O)[C@@]12CCCCC3=C1N(CCC3)C(=O)[C@H]2CC(=O)NCc1ccccc1	-16
C=CCn1c(SCC(=O)Nc2ccccc2-c2ccccc2)nnc1-c1ccc(Cl)cc1	-3
Nc1sccc1C(=O)NCc1ccccc1	-11
CCn1c(SCC(C)=O)nc2sc3c(c2c1=O)CCCC3	-3
O=C(OC12CCCN(C1)/C(=C/c1ccccc1)C2)c1ccco1 (stereo not drawn)	-5
Next part:
SMILES	PI4K2A inh
CC(C)CN(CC(C)C)C(=O)c1cn(C(C)c2ccccc2)nn1 (stereo not drawn)	-3
Cc1ccc(CSc2nnc(SCC(=O)NN=Cc3cc(Br)ccc3F)s2)cc1	3
N#CCC[C@H]1CC[C@]2(CCCN(C(=O)c3ccc4ccccc4n3)C2)O1	-3
COc1ccc(Oc2c(Br)cnn(Cc3cccc4ccccc34)c2=O)cc1	-3
COc1cccc(Cn2c(C(C)n3c(C)nc4ccccc43)nc3ccccc32)c1 (stereo not drawn)	-1
Nc1c(C(=O)N2CCN(CCc3ccccc3)CC2)cnn1-c1ccccc1	-4
COC(=O)c1cc(-c2ccc(Oc3ccccc3)cc2)c(=O)n2c1CCC2	3
CCOC(=O)[C@]12CCCC3=C1N(CCC3)C(=O)[C@@H](CC(=O)N1CCCCC1)C2	0
COC(=O)C1CN(Cc2cn(CCOC(C)=O)nn2)CCS(=O)(=O)N1Cc1ccc(C)cc1 (stereo not drawn)	-4
Cc1ccc(CNC(=O)CCS(=O)(=O)c2cc3c(cc2Br)CCN3C(=O)C2CC2)o1	-1
O=c1c2cc3cc(Cl)ccc3nc2ncn1CCc1c[nH]c2ccccc12	-7
Cc1cc(C)cc(N(CC(=O)NC2CCC(C)CC2)S(=O)(=O)c2ccccc2)c1 (stereo not drawn)	5
COC(=O)[C@@]12C[C@@H](CC(=O)N3CCSCC3)C(=O)N(CCc3ccc(OC)c(OC)c3)C1=CCC(C)(C)C2	1
CCc1nnn2c1Cn1c3ccccc3c(=O)n1[C@@H](C)C2	0
CC[C@@H](CCC(=O)N(c1ccccc1)c1ccccc1)C1CC1	-2
COC(=O)[C@]1(C)CN(C(=O)OC(C)(C)C)C2=C1C(=O)C[C@](C)(C(=O)OC(C)(C)C)C2	3
Cc1ccsc1C=Nn1c(-c2n[nH]c3c2CCC3)n[nH]c1=S	-3
COc1cc(NC(=O)NC2CCCCN(Cc3cccc(Cl)c3)C2=O)cc(OC)c1 (stereo not drawn)	3
COC(=O)C1CN(Cc2ccc(F)cc2)CCS(=O)(=O)N1Cc1cn(Cc2ccc(F)cc2)nn1 (stereo not drawn)	-4
Cc1cccc(C)c1NC(=O)C1(C)CSCC(=O)N1CCc1ccccc1F (stereo not drawn)	2

Rewritten with the structure last: entries from further up
PI4K2A inh	Compound
-1	COc1cccc(Cn2c(C(C)n3c(C)nc4ccccc43)nc3ccccc32)c1 (stereo not drawn)
-4	Nc1c(C(=O)N2CCN(CCc3ccccc3)CC2)cnn1-c1ccccc1
3	COC(=O)c1cc(-c2ccc(Oc3ccccc3)cc2)c(=O)n2c1CCC2
0	CCOC(=O)[C@]12CCCC3=C1N(CCC3)C(=O)[C@@H](CC(=O)N1CCCCC1)C2

(continued)
SMILES	PI4K2A inh
COC(=O)[C@]12C[C@H](CC(=O)NCCc3ccccc3OC)C(=O)N(Cc3ccco3)C1=C[C@H](C(C)(C)C)O[C@@H]2C	-3
CCn1c(=O)cc(N2CCN(c3cccc(C(F)(F)F)c3)CC2)[nH]c1=O	-3
COc1cccc(N(C)C(=O)[C@@H](C)[C@@H](O)c2ccc(Cl)cc2)c1	-1
O=C(Nc1ccc(Cl)c(Cl)c1)C1CCN(c2nnc(-n3cccc3)s2)CC1	-2
N#Cc1cccc(Cn2ccc3ccc(-c4ccc5ccn(Cc6ccccc6)c5c4)cc32)c1	-13
COc1ccc(CN2C(=O)N3Cc4cc(OC)ccc4C3CS2(=O)=O)cc1 (stereo not drawn)	-2
C=C1[C@@H]2CC[C@H]3[C@]4(C)[C@@H](O)CC[C@@](C)(C(=O)OC)[C@H]4C[C@H](O)[C@]3(C2)[C@H]1O	2
O=C(Nc1cccc([N+](=O)[O-])c1)NC1CCCCN(Cc2cccc(Cl)c2)C1=O (stereo not drawn)	0
COCCSc1ncccc1-c1nc2ccccc2[nH]1	-1
CCOC(=O)[C@]12CCCC3=C1N(CCC3)C(=O)[C@@H](CC(=O)N1CCOCC1)C2	-3
CCOC(=O)Cn1cc(CN2CCS(=O)(=O)N(Cc3ccccc3)C(C(=O)OC)C2)nn1 (stereo not drawn)	-4
O=C(NCCc1ccccc1)OCc1cn(Cc2cc(F)cc(F)c2)nn1	0
C=C1C(=O)[C@]23C[C@H]1CC[C@H]2[C@]1(C)CCC[C@@](C)(C(=O)OC)[C@H]1C[C@@H]3O	18
C=Cc1ccc(C(=O)N2CCC(n3nnc4ncccc43)CC2)cc1	-1
O=C(NCc1ccccc1)C(c1cc2ccccc2o1)n1c(=O)c(-c2ccccc2)nc2ccccc21 (stereo not drawn)	-1
CC1CCN(c2ccc(C(=O)O)cc2NS(=O)(=O)c2ccc(C(C)(C)C)cc2)CC1	-3
O=C(Nc1ccc(F)c(C(F)(F)F)c1)Nc1nnc(-c2ccncc2)s1	-3
CC(C)(C)c1ccc(S(=O)(=O)N2CCCC2C(=O)N2CCN(c3ccccc3)CC2)cc1 (stereo not drawn)	-2
CC(C)C[C@H](NC1(C(=O)NC2CCCCC2)CCN(C(=O)OC(C)(C)C)CC1)C(=O)NCCc1c[nH]c2ccccc12	-2
COC(=O)[C@@]12C[C@@H](CC(=O)NCc3cccc4ccccc34)C(=O)N(Cc3ccccc3)C1=CCC(C)(C)C2	-1

Look-ups from the list.
Value for N#Cc1cccc(Cn2ccc3ccc(-c4ccc5ccn(Cc6ccccc6)c5c4)cc32)c1 in PI4K2A inh: -13
Value for C=C1C(=O)[C@]23C[C@H]1CC[C@H]2[C@]1(C)CCC[C@@](C)(C(=O)OC)[C@H]1C[C@@H]3O in PI4K2A inh: 18
Value for COc1cccc(N(C)C(=O)[C@@H](C)[C@@H](O)c2ccc(Cl)cc2)c1 in PI4K2A inh: -1
Value for CC1CCN(c2ccc(C(=O)O)cc2NS(=O)(=O)c2ccc(C(C)(C)C)cc2)CC1 in PI4K2A inh: -3

Looked up one by one from above:
SMILES	PI4K2A inh
COC(=O)[C@@]12C[C@@H](CC(=O)NCc3cccc4ccccc34)C(=O)N(Cc3ccccc3)C1=CCC(C)(C)C2	-1
O=C(Nc1ccc(F)c(C(F)(F)F)c1)Nc1nnc(-c2ccncc2)s1	-3

Next section:
SMILES	PI4K2A inh
C[C@H](N)C(=O)N[C@@H](C)C(=O)NC1[C@H]2CN(c3nc4c(cc3F)c(=O)c(C(=O)O)cn4-c3ccc(F)cc3F)C[C@@H]12 (stereo partly drawn)	1
CC(C)C[C@H](NC(C)(C)C(=O)NC1CCCCC1)C(=O)NCC(c1ccccc1)c1ccccc1	5
Cc1oc(=O)oc1COC(=O)[C@@H]1N2C(=O)[C@@H](NC(=O)[C@H](N)c3ccccc3)[C@H]2SC1(C)C	1
O=S1(=O)c2ccc(N3CCC[C@H]3CO)cc2O[C@H]2CCN1C2	-3
CCc1ccc(Oc2c(Cl)cnn(-c3ccc(C)cc3)c2=O)cc1	-3
